AT treatment: candidate therapy for ataxia-telangiectasia. AID 485349. 320,000 tested, 0.19% active. […] A-T fibroblasts, KAP-1 phosphorylation AlphaLISA; neocarzinostatin DNA damage 30 min before lysis. Potency, µM (highest dose often 57.5 µM), for the others: at the top dose activation, most hits filed as activators; note: potency is the fitted concentration of half-maximal effect; % of control where 0% means no effect; nearly all actives have a fitted effect of over 45% in size
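hTERT-immortalized A-T patient fibroblasts ([…]), 500 cells/well in OPTI-MEM, 1% FBS, got compounds for 60 min, then NCS for 30 min at 37C. Lysates were then assayed for phospho-KAP-1 by AlphaLISA (anti-pKAP1 donor, anti-KAP1 acceptor beads), 6 hr at 25C.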
Tb PFK inh: inhibitors of T. brucei phosphofructokinase; AID 485367; O15648; Potency, µM (titrated, usually from 57.5 µM), for the others: at the highest dose activity, negative = inhibition, most hits filed as inhibitors; 330,000 tested, 0.17% active; T. brucei PFK, ADP-Glo luminescence;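 note: potency is the fitted concentration of half-maximal effect; 0% = uninhibited 1x PFK enzyme wells and -100% = no-enzyme wells; nearly all actives have a fitted effect of over 60% in size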
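Luminescent ADP detection (ADP-Glo, two-step: ATP depletion then ADP-to-ATP conversion for luciferase) reported PFK activity after 45 min room-temperature reaction of 1.25 nM enzyme with 0.5 mM F6P and 0.1 mM ATP at pH 8.0.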
Eya2 inh: Eya2 (human) phosphatase inhibition; O00167; recombinant Eya2, OMFP fluorescence dephosphorylation (OMFP is methylfluorescein phosphate); Potency, µM (doses to about 76.9 µM), without a hit: top-dose activity, negative = inhibition, usual class: inhibitors; 330,000 tested, 0.006% active; note: potency is the fitted concentration of half-maximal effect; % is set by controls: 0 for no effect and ±100 for the full control effect
Target sequence (O00167 whole entry, looked up): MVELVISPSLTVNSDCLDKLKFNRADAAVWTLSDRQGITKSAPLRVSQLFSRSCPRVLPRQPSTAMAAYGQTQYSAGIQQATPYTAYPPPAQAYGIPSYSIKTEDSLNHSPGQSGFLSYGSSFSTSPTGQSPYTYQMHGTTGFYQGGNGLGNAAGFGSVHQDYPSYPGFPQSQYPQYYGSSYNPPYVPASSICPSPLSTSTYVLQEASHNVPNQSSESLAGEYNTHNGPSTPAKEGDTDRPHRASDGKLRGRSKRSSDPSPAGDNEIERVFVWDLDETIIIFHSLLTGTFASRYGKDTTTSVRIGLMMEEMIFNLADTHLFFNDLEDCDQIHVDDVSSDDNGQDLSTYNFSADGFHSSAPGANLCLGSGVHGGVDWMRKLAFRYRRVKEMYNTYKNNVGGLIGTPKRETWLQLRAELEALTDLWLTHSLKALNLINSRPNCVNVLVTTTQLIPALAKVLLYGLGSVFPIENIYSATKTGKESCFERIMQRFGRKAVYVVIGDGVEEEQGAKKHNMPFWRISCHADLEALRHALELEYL
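Eya2 protein (added as 0.2 uM solution) was preincubated with compound for 10 min at ambient temperature in 50 mM HEPES pH 7.5, 50 mM NaCl, 5 uM MgCl2, 0.05% BSA, 1 mM DTT. OMFP (added at 50 uM) then reacted 10 min; fluorescence read at 485/525 nm.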
TCR activator: activates T cell receptor signaling; primary human leukocytes, anti-CD3, IL-2 HTRF, 48 h; Potency, µM (series often up to 9.22 µM), inactives show at the top dose activation of IL-2 secretion, actives largely listed as activators; 330,000 tested, under 10 active; note: % of control where 0% means no effect
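1) Mix primary human leukocytes, a-CD3 beads and compound. 2) Incubate 48 hr. 3) Add HTRF IL-2 reagents (a-IL-2-K, a-IL-2-d2).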
Chronic BCR inh: inhibitors of chronic active B-cell receptor signaling; Potency, µM (doses to about 46.1 µM), without a hit: at the top dose ratio change, negative = lower green/red ratio, hits mostly inhibitors; ABC-DLBCL IkBa-CBG/CBR reporter, luminescence ratio, 4 h; 340,000 tested, 0.05% active; AID 493014; active = well fitted inhibition curve with a large enough effect in the signal ratio, with a control signal flat, not every such curve was filed as active; inconclusive = small, poorly fitted or top-dose-only effect, or effect the other way, or a change in a side signal; the % refers to the signal ratio;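 note: potency is the fitted concentration of half-maximal effect; plate controls were basal doxycycline-induced cells for no effect and cells given 10 µM MG132 for full effect; MG132 reads +100%, hits lower the ratio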
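Concentration-response series (up to 46 uM) were applied to TMD8 dual-reporter cells for 4 h at 37C with doxycycline. Green/red ratio, after filter-overlap correction, defined %Activity; red signal alone was normalised to basal cells and zero luminescence.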
ELG1 DNA repair: inhibitors of ELG1-dependent DNA repair in HEK293T cells; HEK293T ELG1-luciferase reporter, luminescence, 16 h; DNA damage induced by 5-fluorouridine; Potency, µM (doses to about 46.1 µM), without a hit: top-dose activity change, negative = inhibition, usual class: inhibitors; 330,000 tested, 2.3% active; AID 504467; note: potency is the fitted concentration of half-maximal effect; % is set by controls: 0 for no effect and ±100 for the full control effect; nearly all actives have a fitted effect of over 55% in size
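Cells (2,000 per well) received 5-fluorouridine plus test compound or DMSO and were incubated 16 hr at 37 °C, 5% CO2. Luciferase activity was read by luminescence 30 min after ONE-Glo addition; signal suppression marked inhibition of damage-induced ELG1 function.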
a7 integrin act: activates integrin-mediated alleviation for muscular dystrophy | 350,000 tested, 0.064% active | alpha7betagal myoblasts, beta-gal FDG fluorescence, 48 h | AID 624291 | Potency, µM (series often up to 38.3 µM), for inactives: at the top dose activation, most hits filed as activators;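 note: potency is the fitted concentration of half-maximal effect; 100% = response of the positive control SU9516; nearly all actives have a fitted effect of over 60% in size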
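alpha7betagal+/- myoblasts (passage 13, 250/well) treated 48 h at 37C with compounds at 1:260 dilution of DMSO stock. Lysed, then beta-galactosidase activity read as FDG fluorescence (ex 480/em 540) after 30 min, with pre-read for autofluorescence.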
Mito fusion act: blocks mitochondrial division or promotes mitochondrial fusion | 320,000 tested, 0.23% active | Potency, µM (titrated, usually from 46.1 µM), without a hit: top-dose growth rescue (activation), actives largely listed as activators | S. cerevisiae fusion-defective mutant growth rescue, CellTiterGlo 48 h;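 note: potency is the fitted concentration of half-maximal effect; % of control where 0% means no effect; nearly all actives have a fitted effect of over 45% in size; temperature-sensitive fusion mutants such as fzo1-1 at 37 °C on non-fermentable ethanol glycerol medium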
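Yeast fusion mutant, YPEG (non-fermentable carbon), compound, 48 h at 37C non-permissive; CellTiterGlo added, 10 min RT, luminescence read. Rescued growth = division inhibition.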
TSHR antag: antagonists of human thyroid stimulating hormone receptor | P16473 | TSHR-expressing cells, TSH-stimulated cAMP HTRF, 2 h; hits give low values | activity change, negative = inhibition, % at 11.5 µM | 330,000 tested, 0.2% active | AID 504810;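 active = activity change below a set negative limit, meaning inhibition stronger than a set level, cut at about -70% in these data; inconclusive = activity change between two set negative limits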; note: % is set by controls: 0 for no effect and ±100 for the full control effect
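Competitive HTRF cAMP read-out (cryptate anti-cAMP antibody, cAMP-d2; 30 min, room temperature) in freshly harvested TSHR cells. Compounds added before TSH at EC80 (4nM final), followed by 2 hours' incubation at 37 deg C.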
PTAP TSG101 blk: blocks PTAP/TSG101 interaction to inhibit HIV-1 budding; Q99816; Fluorescence polarization, FITC-PTAP peptide / Tsg101 binding; Potency, µM (highest dose often 115 µM), for inactives: at the top dose activity change, negative = inhibition, usual class: inhibitors; 340,000 tested, under 10 active; active = well fitted inhibition curve with a large enough effect in the main read-out, with a control signal flat, not every such curve was filed as active; inconclusive = small, poorly fitted or top-dose-only effect, or effect the other way, or a change in a side signal; inactive = no such curve, though single readings can be large or run the other way; note: potency is the fitted concentration of half-maximal effect; % of control where 0% means no effect
Target sequence (Q99816 whole entry, looked up): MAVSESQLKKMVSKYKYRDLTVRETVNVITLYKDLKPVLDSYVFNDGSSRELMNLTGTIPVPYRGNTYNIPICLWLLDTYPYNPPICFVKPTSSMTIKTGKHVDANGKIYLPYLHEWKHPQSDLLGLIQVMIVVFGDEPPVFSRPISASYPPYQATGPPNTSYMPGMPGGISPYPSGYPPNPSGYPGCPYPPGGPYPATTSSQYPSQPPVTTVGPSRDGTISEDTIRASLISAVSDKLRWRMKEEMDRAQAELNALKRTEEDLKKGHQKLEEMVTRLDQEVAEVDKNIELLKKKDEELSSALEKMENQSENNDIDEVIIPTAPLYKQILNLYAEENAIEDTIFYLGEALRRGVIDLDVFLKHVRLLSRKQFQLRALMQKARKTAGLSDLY
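Steps: Tsg101 binding domain dispensed (10 uM final), compounds pinned in DMSO, FITC-labeled PTAP-motif peptide added (50 nM final); after 20 min binding at room temperature, polarization measured.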
S-ASM inh: human S-ASM enzyme inhibition. placental ASM, HMU-PC fluorogenic substrate, 60 min. 340,000 tested, 0.006% active. Potency, µM (top dose mostly 57.5 µM), inactives show top-dose activity change, negative = inhibition, usual class: inhibitors. P17405; note: potency is the fitted concentration of half-maximal effect
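Human placenta-derived ASM enzyme was preincubated with compound for 10 minutes at room temperature, then given fluorogenic substrate HMU-PC0 (9 uM final) for 60 minutes at 37 °C; a pH 10 stop preceded fluorescence reading at Ex 386/Em 447 nm.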
The depositor's hits bear a star; u = inconclusive; x = not tested or not shown; & = joins results of further samples; [ ] = dose if it differs, or a comment. Unless noted, calls come from the whole dose curve; as a rule, active = well fitted curve in the direction sought with a large enough effect; inconclusive = small, poorly fitted or top-dose-only effect, or another doubt; inactive = no such curve, though single readings can be large; an effect the other way counts as inactive or inconclusive.

SMILES	AT treatment	Tb PFK inh	Eya2 inh	TCR activator	Chronic BCR inh	ELG1 DNA repair	a7 integrin act	Mito fusion act	TSHR antag	PTAP TSG101 blk	S-ASM inh
Cc1ccccc1Nc1scc(-c2ccc(Br)cc2)[n+]1-c1ccccc1C	0%	0%	-1%	-5%	2%	u	-14%	4%	-5	-8%	-9%
COCC(=O)N(C)c1nnc(-c2cnc(C)cn2)s1	-2%	10%	17%	-2%	-4%	u	u	1%	6	5%	14%
CCCNC(=O)C(Cc1ccccc1)NC(=O)c1ccccn1 (centres undefined)	16%	6%	-4%	-1%	0%	16%	-23%	-3%	-3	-1%	7%
COc1cc(Cl)c(C)cc1NC(=O)Cn1c(NCCO)nc2ccccc21	-4%	1%	-10%	-4%	0%	0%	-1%	-2%	4	-9%	2%
COc1ccc(N2CCN(C(=S)NCc3ccc(C)cc3)CC2)cc1	0%	-1%	-1%	3%	1%	18%	12%	5%	5	-5%	3%
COn1c(SCC(N)=O)nc2ccccc2c1=O	1%	1%	42%	-32%	-5%	0%	11%	0%	-3	-3%	1%
Cc1nn(-c2ccccc2)c(C)c1/C=N/NC(=O)c1ccccc1O	7%	-1%	-5%	4%	u	u	u	-6%	-5	-12%	-2%
CCN(CC)C(=O)C1CCC(CNS(=O)(=O)c2cccc3cccnc23)CC1 (centres undefined)	1%	0%	4%	2%[46.1 µM]	4%	2%	16%	0%	-6	-5%	-4%
N#Cc1nc(-c2ccc(OCc3ccc(Cl)cc3)cc2)oc1NCc1cccnc1	9%	0%	5%	-1%	u	18%	-33%	-3%	4	-5%	4%
CNc1nc(SCC(=O)Nc2ccccc2)nc(N2CCOCC2)n1	7%	-2%	-13%	-6%	u	-12%	0%	1%	-20	-2%	-1%
CC1CCCCN1CCCNC(=O)CN1C(=O)CSc2ccc(S(=O)(=O)N3CCOCC3)cc21 (centres undefined)	1%	0%	4%	3%	1%&-1%	0%	13%	-8%	0	1%	1%
CCOC(=O)N1CCN(Cc2nc3cc(NC(=O)c4ccco4)ccc3n2C)CC1	-19%	3%	6%	8%	6%	20%	-26%	3%	9	-5%	0%
Cc1nn(Cc2ccc(C(=O)N3CCOCC3)o2)c(C)c1Br	15%	u	-4%	0%[46.1 µM]	-11%	-8%	21%	-3%	6	-4%	-2%
Cc1cc(C(=O)NCCCN2CCOCC2)n(-c2ccccc2)n1	0%	-8%	13%	7%	-2%	26%	-1%	-1%	0	-2%	0%
COc1ccc(-c2cc(=O)oc3c(C)c(O)c(CN(C)C)cc23)cc1	10%	1%	-27%	0%	u	u	1%	4%	-4	-4%	121%[activator]
COc1cccc(C(=O)Nc2cc(=O)n(C)c(=O)n2C)c1	0%	4%	2%	5%	-1%	0%	-12%	11%	7	0%	2%
CCC(=O)Nc1cc2c(cc1C(=O)c1ccccc1)OCCO2	4%	-5%	-1%	2%	8%	-6%	11%	2%	-10	-4%	-2%
Cc1cc(C(=O)O)ccc1-c1ccc(/C=C2\SC(=O)N(CC(=O)Nc3ccc4c(c3)OCO4)C2=O)o1	3%	-15%	4%	x	3%	-6%	x	0%	-6	x	x
CCCCNC(=O)c1cc2c(=O)n(CC)c3ccccc3c2s1	-16%	1%	-6%	5%	8%	14%	-6%	-10%	-3	-3%	-5%
Nc1nc(COC(=O)c2ccc3c(c2)OCCO3)nc(Nc2ccccc2)n1	15%	-1%	3%	-5%	-7%	-22%	-18%	16%	67	-1%	-4%
CCC(C)[C@H](NC(=O)NCc1cccs1)C(=O)OC (some centres undefined)	1%	-2%	5%	1%	3%	-4%	-16%	3%	-5	-1%	3%
CCN(Cc1ccccc1)C(=O)Cn1c(=O)n(-c2ccc(OC)cc2OC)c(=O)c2c(C)c(C)sc21	-2%	1%	-14%	7%	-18%	u	-3%	1%	7	0%	-2%
O=C(CSc1ccc(C(F)(F)F)cn1)Nc1ccccc1	3%	-2%	17%	2%	u	-7%	4%	-4%	-10	-2%	-3%
COc1ccc(Cc2nc3c4c(ncn3n2)Oc2c(ccc3ccccc23)C4c2ccc(OC)c(OC)c2)cc1 (centres undefined)	-3%	-12%	-6%	-4%[46.1 µM]	5%	0%	-15%	-5%	-2	-1%	-9%
Cc1ccccc1OCCC(=O)N(Cc1ccccc1)c1c(N)n(Cc2ccccc2)c(=O)[nH]c1=O	6%	-2%	-5%	2%	u	-12%	-15%	-5%	-3	-5%	3%

Next compounds
SMILES	AT treatment	Tb PFK inh	Eya2 inh	TCR activator	Chronic BCR inh	ELG1 DNA repair	a7 integrin act	Mito fusion act	TSHR antag	PTAP TSG101 blk	S-ASM inh
Cc1csc2ncc(C(=O)NCc3ccc4c(c3)OCO4)c(=O)n12	3%	-11%	-36%	-4%	-19%	6%	-2%	-20%	19	-3%	0%
COc1ccc(N(C(=O)CCl)C(C)(C(=O)Nc2c(C)cccc2C)c2ccccn2)cc1 (centres undefined)	2%	8%	1%	2%[46.1 µM]	u	5%	-14%	-2%	2	-1%	-3%
CCCN1C(=O)/C(=C/c2c(N3CCNC(=O)C3CC(=O)OC)nc3c(C)cccn3c2=O)SC1=S (centres undefined)	-8%	-11%	3%	x	u	u	x	u	-12	x	x
CCCCCCCn1c2c(c(=N)c3c1CCC3)CCCC2	-4%	7%	-2%	-2%	u	u	u	-21%	-19	0%	-4%
Cc1noc(C)c1S(=O)(=O)N1CCN(C(c2ccccc2)c2ccc(Cl)cc2)CC1 (centres undefined)	14%	3%	-7%	7%	-1%	u	-9%	7%	-6	-3%	-1%
CC(C)(C)c1cc(C(=O)NN)n(Cc2ccc(F)cc2)n1	7%	6%	-8%	-3%	12%	0%	-20%	16%	16	-2%	1%
CC1=CC(C)(C)N(C(=O)CCl)c2ccccc21	3%	1%	1%	-4%	-7%	18%	-31%	9%	-7	-10%	-2%
O=C(O)C1Sc2[nH]c(=O)sc2C2c3cc(Br)ccc3OC(=O)C12 (centres undefined)	-3%	-13%	2%	6%	u	5%	5%	4%	-10	-7%	9%
COC(=O)c1onc(C(=O)c2ccccc2)c1C(=O)OC	-5%	-3%	6%	-10%	-6%	-6%	10%	-5%	-6	-4%	0%
CCCCC(CC)C(=O)Nc1ccccc1C(=O)NC(C)C (centres undefined)	15%	-3%	4%	0%	-3%	-16%	0%	6%	0	-5%	24%
COc1ccc(C(CNC(=O)c2nn(-c3ccccc3)c(=O)c3ccccc23)N2CCOCC2)cc1 (centres undefined)	6%	-2%	7%	1%	4%	u	u	11%	-7	-1%	4%
COc1ccc(NC(=O)c2c(C(F)(F)F)nn(C)c2Cl)cc1	0%	2%	-2%	5%	0%	9%	-34%	6%	2	0%	-3%
Cn1ncc2c(Nc3ccc(Cl)cc3)ncnc21	-8%	2%	-13%	1%	u	u	34%	6%	-14	1%	-2%
Cc1cccc(N2CCN(C(=O)c3c(C)nn(Cc4ccccc4Cl)c3C)CC2)c1C	3%	3%	-31%	-1%	u	21µM*	-55%[inhibitor]	2%	11	-1%	-3%
Cc1cc(N(CC(=O)NC2CC2)S(C)(=O)=O)ccc1Br	-4%	-2%	4%	-1%[46.1 µM]	5%	9%	9%	0%	-2	0%	6%
Cc1noc(C)c1COc1ccccc1C(=O)NNC(=O)c1ccccc1	-5%	-1%	3%	0%	u	-1%	27%	-9%	-6	0%	2%
CCOc1cc(/C=C(/C#N)c2nc3ccccc3[nH]2)ccc1OCc1ccc(C(=O)O)o1	8%	3%	7%	-3%	u	6%	24%	0%	1	-6%	55%[activator]
Cc1ccc(-c2nc(CS(=O)CC(=O)NCc3ccc(F)cc3)c(C)o2)cc1 (centres undefined)	-13%	1%	5%	0%	-2%	9%	-46%[inhibitor]	-1%	-13	-4%	-2%

The order is random; 3.2% or so of the library scored in one or more.
